# NOTCH ag – NOTCH pathway agonism; actives 0.4% (n = 15,000); activation, % at 2.5 µM; NOTCH signaling luciferase reporter cells, luminescence; in the data active means activation above about 2.2%
# Luminol counter – quenches luminol chemiluminescence in Nox1 counter-screen. HRP/luminol/H2O2 chemiluminescence counterscreen. inhibition, % at 6.7 µM. actives 0.4% (n = 16,000). AID 1823; further: reference of the scale not given here
# Nox1 inhibitor – blocks human NADPH oxidase 1 activity; Q9Y5S8; HT29 cells, luminol chemiluminescence ROS; inhibition, % at 6.7 µM; actives 0.81% (n = 16,000)
# rat GALR2 ag – agonists of rat galanin receptor 2 (GALR2); O08726; cell-based GALR2 agonist screen; activation, % at 10 µM; actives 0.5% (n = 16,000); in the data active means activation above about 15%
# TLR4-MyD88 inh – inhibitors of human TLR4-MyD88 binding; Cell-based TLR4-MyD88 binding inhibition assay; inhibition, % at 10 µM; actives 0.06% (n = 16,000); AID 811; in the data active means inhibition above about 45%
# PME-1 Maybr inh – inhibitors of human PME-1 in Maybridge library | inhibition, % at 9 µM | actives 0.5% (n = 16,000) | recombinant PME-1, FP-Rh probe fluorescence polarization | Q9Y570 | AID 2291; in the data active means inhibition above about 30%
# Target sequence (Q9Y570 whole entry, looked up): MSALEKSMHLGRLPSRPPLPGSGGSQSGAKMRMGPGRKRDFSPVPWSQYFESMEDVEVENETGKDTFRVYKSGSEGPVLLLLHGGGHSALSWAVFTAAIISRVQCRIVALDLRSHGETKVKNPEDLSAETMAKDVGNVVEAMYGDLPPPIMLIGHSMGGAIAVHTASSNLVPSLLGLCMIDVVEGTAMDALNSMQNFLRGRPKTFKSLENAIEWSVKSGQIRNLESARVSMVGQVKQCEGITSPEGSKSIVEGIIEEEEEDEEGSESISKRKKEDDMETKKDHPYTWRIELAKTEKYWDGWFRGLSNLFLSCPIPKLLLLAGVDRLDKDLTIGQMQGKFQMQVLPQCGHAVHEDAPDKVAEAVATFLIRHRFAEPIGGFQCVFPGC
# KOR antag MB – blocks the human kappa opioid receptor, Maybridge compounds; P41145; OPRK1 cells, antagonist mode, fluorescence readout; inhibition, % at 9 µM; actives 0.4% (n = 16,000); in the data active means inhibition above about 50%
# Target sequence (P41145 whole entry, looked up): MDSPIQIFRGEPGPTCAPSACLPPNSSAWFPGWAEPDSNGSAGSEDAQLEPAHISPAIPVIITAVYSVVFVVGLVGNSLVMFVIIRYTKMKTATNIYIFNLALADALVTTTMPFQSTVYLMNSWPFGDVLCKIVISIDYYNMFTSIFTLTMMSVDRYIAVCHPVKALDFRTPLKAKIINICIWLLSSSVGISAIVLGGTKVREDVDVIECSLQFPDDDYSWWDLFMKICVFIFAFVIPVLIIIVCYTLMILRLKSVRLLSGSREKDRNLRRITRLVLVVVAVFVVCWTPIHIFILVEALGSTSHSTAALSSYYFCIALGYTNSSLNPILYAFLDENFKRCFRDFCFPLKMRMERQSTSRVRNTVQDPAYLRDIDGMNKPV
# S1P1 ag – S1P1 (human) receptor agonism. actives 1.5% (n = 16,000). S1P1 agonist cell-based reporter assay. activation, % at 4.5 µM; in the data active means activation above about 80%
# * hit, by the source's call; . = no result given. Unless noted, no stated cut-off is given here; in the data, active means inhibition above about 75%; inactive means the rest.
Compound,NOTCH ag,Luminol counter,Nox1 inhibitor,rat GALR2 ag,TLR4-MyD88 inh,PME-1 Maybr inh,KOR antag MB,S1P1 ag
COc1ccc(COCC(O)CN2CCC(C(N)=O)CC2)cc1 (stereo not given),-0.4,-2,-52,-6,6,1,9,-13
COc1ccc(N=Nc2cc(C)c(O)c(CN3CCCCC3)c2)cc1,-0.7,-24,11,-6,9,2,24,101*
COc1ccc(-c2noc(-c3ccccc3C(=O)O)n2)cc1,0.7,-4,-15,-7,-5,8,-5,4
N#Cc1ccc(S(=O)(=O)N2CCN(c3cccc4[nH]ccc34)CC2)cc1,0.3,6,58,-5,-3,8,5,7
COC(=O)c1c(NC(C)=O)sc2c1CCS2,-0.4,2,-3,-5,6,-3,0,14
Cc1c([N+](=O)[O-])c(/C=C/N(C)C)nn1C,-0.7,3,-9,-7,4,2,13,-16
CC(C)(O)C#Cc1ccc(/C=N/OC(=O)c2ccc(Cl)cc2)cc1,-0.3,-6,32,-1,1,1,11,12
Cc1cc(/C(N)=N/O)cc(/C(N)=N/O)c1,-0.2,-4,-28,-7,8,0,-11,9
CC(=O)Nc1ccc(Cl)cc1C(=O)OCC(=O)c1ccc(Br)cc1,0.1,3,-5,-10,0,-2,16,7
CCOC(=O)C1CCN(C(=O)c2ccc(Oc3cc(Cl)cc(Cl)c3)o2)CC1,-0.3,1,-3,-6,-11,4,-19,-16
CSc1nsc(SC)c1C(=O)Oc1ccccc1N1CCOCC1,-0.6,3,-38,-4,3,-7,12,4
Cc1cc(NC(=O)c2ccc3nonc3c2)no1,0.5,-1,-35,-9,8,-1,14,-12
CSc1nnc(SCC(=O)c2ccc3c(c2)OCCO3)s1,-0.6,13,-63,-7,.,2,18,11
O=C(N/N=C/c1cn(-c2ccccc2)nc1-c1cccs1)c1cccs1,-0.6,1,6,-4,-7,3,-12,-13
COC(=O)c1ccc2ncccc2c1,0.5,-2,-54,-2,6,-1,6,-11
O=C(c1csc(-c2ccccc2)n1)N(Cc1ccccn1)Cc1ccccn1,0.7,0,-22,-5,7,0,-27,-3
CC1c2snnc2-c2cc(Cl)ccc2S1(=O)=O (stereo not given),-0.1,6,23,-4,8,3,-16,14
Clc1ccc2oc(-c3csc(-c4ccccc4)n3)cc2c1,-0.1,2,-16,8,-11,-6,-2,-9
Cc1ccc(S(=O)(=O)n2nccc2-c2c(C)nc3ccccn23)cc1,0.5,0,-11,-7,-1,13,-8,88*
O=C1N/C(=N/N=C\c2[nH]ncc2Br)SC1c1ccccc1 (stereo not given),0.3,0,-23,-4,-4,-6,0,0
N#Cc1c(Br)cnn1Cc1cccc(Cl)c1,-0.1,0,-13,-5,6,1,17,-1
O=C(Cn1nnc(-c2cc(Cl)cc(Cl)c2)n1)c1ccc(Cl)cc1,-0.2,4,-30,-7,3,-12,3,-3
NC(=O)C1CCN(CC(O)COc2ccc(-c3csnn3)cc2)CC1 (stereo not given),0.2,-8,-31,-4,-7,4,8,-11
O=C(O)C1C2C=CC(C2)C1C(=O)NCc1ccc(-c2cccs2)s1 (stereo not given),-0.9,2,-23,-5,3,3,16,11
O=C(O)Cc1ccc(C(=O)CSc2ccc(Cl)cc2)s1,-0.8,-4,-20,-5,8,2,10,-4
COC(=O)C1=C(C)N=C2SC(C#N)=C(N)N2C1c1ccc(F)cc1 (stereo not given),0.0,12,-32,-5,5,3,-5,-7
O=C(O)/C=C/C(=O)NCCNC(=O)Cc1ccc(O)cc1,-0.1,-6,-40,-7,10,-1,14,3
CCOC(=O)Cn1sc2nc(C)cc(C)c2c1=O,-0.7,-5,-8,-3,-2,3,-8,-12
CCOC(=O)NC(NNc1ccccc1)(C(F)(F)F)C(F)(F)F,0.7,-3,-25,-3,3,1,9,-11
CSc1nccc(-c2ccc(S(=O)(=O)N(CCC#N)Cc3ccco3)s2)n1,-0.4,2,-26,-5,-3,-4,4,4
O=S(=O)(CCc1nc2ccccc2[nH]1)CCc1nc2ccccc2[nH]1,-0.6,1,-69,-5,4,1,4,1
CC1=CC(=O)N(c2ccc(C3CCCCC3)cc2)C1=O,-0.1,-8,3,-4,-4,3,1,-18
CC1=C(C#N)C(c2ccc3c(c2)OCO3)C(C#N)=C(C)N1,0.3,5,3,-11,-5,1,-10,9
CC1(C)OC(=O)C(=C2CCCCCN2)C(=O)O1,-0.4,-3,-7,-5,-2,4,18,-10
Cc1ccc(S(=O)(=O)NC(N)=NCCCC(NC(=O)OCc2ccccc2)C(=O)O)cc1 (stereo not given),-1.0,-7,-13,-6,7,3,25,-10
Cc1cc(-c2ccccc2)oc2cc3ccccc3c1-2,-0.3,0,-39,-5,3,-1,5,11
N/C(=N\NC(=O)c1cccc(C(F)(F)F)c1)c1cnccn1,-0.3,1,-43,-4,2,-4,22,-8
COc1ccc(-c2c(C#N)c(=O)[nH]c3c2c(C)nn3-c2ccccc2)cc1,-0.1,-3,-1,-6,-10,5,4,1
N#Cc1ccccc1N1CCOCC1,-0.5,-1,-59,-4,-4,1,-21,-10
CC(=O)N1CC(C)=C(C#N)C1O (stereo not given),-0.5,2,-63,-7,6,1,28,1
CC(C)NC(=O)NNC(=O)c1ccc[nH]1,-0.4,8,2,-8,-4,-4,7,-15
Cc1c(S(=O)(=O)c2ccc(Cl)cc2)csc1C(=O)Nc1nnc(C2CC2)s1,-0.3,-2,-10,-3,7,5,8,14
Cc1noc(C)c1N=Nc1cc(Cl)cc(Cl)c1,-0.8,2,-76,0,-2,-1,1,2
COc1ccc(CCNCC(O)Cn2ccc3ccccc32)cc1OC (stereo not given),-0.1,-7,-5,-7,-12,0,-6,6
CCC1(c2cccc(OS(=O)(=O)c3cc(C)c(Cl)cc3Cl)c2)CCCCN(C)C1=O (stereo not given),-0.9,4,-56,-13,-3,25,-15,21
CCCc1c(C(=O)Nc2cc(-c3ccccc3)nn2C)cnn1-c1ccccc1,0.4,-2,-65,-3,6,-1,-24,12
NC(=S)c1csc([N+](=O)[O-])c1,-0.8,8,-15,-4,17,-3,2,17
COc1ccc(C(=O)Nc2c(C(C)(C)C)nn(C)c2C(C)(C)C)cc1,-0.3,4,-86,-3,-4,-1,-11,-6
S=c1cc(-c2ccccc2)oc2ccccc12,-0.5,0,26,-4,0,11,24,-6
Cc1cc(C(=O)NC(C)c2ccccc2)c(C)o1 (stereo not given),0.8,3,34,-5,9,4,-3,3
COC(OC)c1ccc2c(N)c(C(=O)c3ccc(Cl)cc3)sc2n1,-0.2,6,-21,-8,-2,13,7,-9
Cc1ccc(OS(=O)(=O)c2c(C)nn(C)c2Cl)c(C)c1,-0.9,1,-74,-8,13,4,0,7
O=c1oc(C(O)(c2ccccc2)c2ccccc2)nc2ccccc12,0.7,-1,-42,-4,-6,0,19,1
O=C(c1ccc(-c2ccccc2)s1)N1CC=C(c2ccccc2)CC1,-1.8,-3,-6,-7,-5,2,-3,6
O/N=C1/c2ccccc2CCC1Cn1ccnc1 (stereo not given),-0.7,3,-28,-3,-4,-6,16,3
N#CC(C1CC=CCC1)N1CCOCC1 (stereo not given),-0.4,0,-6,-4,4,-3,15,9
OC1(C(F)(F)F)CC(/C=C/c2ccc3c(c2)OCO3)=NN1 (stereo not given),.,-9,20,-9,-71,16,26,24
COc1ccc(-c2cc3c(=O)oc4ccccc4c3[nH]2)cc1,-0.4,-6,13,-7,0,2,-2,-8
CCOC(=O)CN(C(=O)CSc1nc(C)cc(C)c1C#N)c1ccc(F)cc1,0.3,2,-45,-7,1,5,-19,2
CCOC(=O)c1cnn(C(=O)c2cnn(-c3ccc([N+](=O)[O-])cc3)c2C(F)(F)F)c1C(F)(F)F,-0.7,4,-31,-3,12,-3,8,52

# In another format: 5 of the compounds above.
# Results follow in this order: NOTCH ag, Luminol counter, Nox1 inhibitor, rat GALR2 ag, TLR4-MyD88 inh, PME-1 Maybr inh, KOR antag MB, S1P1 ag
- N#CC(C1CC=CCC1)N1CCOCC1 (stereo not given)
    -0.4, 0, -6, -4, 4, -3, 15, 9
- OC1(C(F)(F)F)CC(/C=C/c2ccc3c(c2)OCO3)=NN1 (stereo not given)
    ., -9, 20, -9, -71, 16, 26, 24
- COc1ccc(-c2cc3c(=O)oc4ccccc4c3[nH]2)cc1
    -0.4, -6, 13, -7, 0, 2, -2, -8
- CCOC(=O)CN(C(=O)CSc1nc(C)cc(C)c1C#N)c1ccc(F)cc1
    0.3, 2, -45, -7, 1, 5, -19, 2
- CCOC(=O)c1cnn(C(=O)c2cnn(-c3ccc([N+](=O)[O-])cc3)c2C(F)(F)F)c1C(F)(F)F
    -0.7, 4, -31, -3, 12, -3, 8, 52

# (continued)
molecule	NOTCH ag	Luminol counter	Nox1 inhibitor	rat GALR2 ag	TLR4-MyD88 inh	PME-1 Maybr inh	KOR antag MB	S1P1 ag
Cc1ccc2cccc(OS(=O)(=O)c3cc([N+](=O)[O-])ccc3C)c2n1	0.1	-5	-2	-3	-3	9	7	-8
O=C(/C=C/c1ccc(Cl)cc1)Nc1cccc(Cl)c1	0.7	4	-39	-1	.	-104	1	13
CN(C)/C=N/N(C)c1ncccc1[N+](=O)[O-]	1.1	-15	5	-4	6	0	-48	0
O=S(=O)(Nc1ccc(N2CCCCC2)cc1)c1cc(Cl)sc1Cl	0.2	68	102*	-5	1	7	26	-18
CSc1ccc(C(=O)NC(=O)NCc2cccc(Cl)c2)s1	.	0	-31	-6	7	3	-3	-13
O=C(O)CC(CC(=O)Oc1ccc(F)cc1)c1ccc(Cl)cc1Cl (stereo not given)	0.0	-3	0	-6	-3	4	-4	-18
NC(=O)C1CCN(CC(O)CSc2ccc(F)cc2)CC1 (stereo not given)	-5.9	0	-23	-6	-5	1	2	-2
COc1ccc(Cl)c(Cn2cnc3c2c(=O)n(C)c(=O)n3C)c1	0.8	-1	-8	-10	.	2	9	-8
Cc1[nH]nc2oc(=O)cc(-c3ccccc3)c12	-0.3	-2	15	1	8	1	13	-34
O=C1C=CC(=O)N1c1cc(C(F)(F)F)ccc1Cl	0.0	-6	12	-4	0	0	7	-1
O=S(=O)(NCCN1CCCC1)c1ccc(C(F)(F)F)cc1	0.3	1	-45	-4	2	-2	-5	-8
CC1(C)OC(=O)C(=Cc2ccc(OCc3ccc(F)cc3)c([N+](=O)[O-])c2)C(=O)O1	-0.7	-5	16	-3	-4	-4	0	-6
CC(C)Sc1n[nH]c(=O)n1-c1ccc2c(c1)OCCO2	0.3	-3	29	-3	13	0	-1	-11
CC(C)(C)c1cc(NC(=S)NC(=O)c2ccccc2)n[nH]1	-0.7	6	-8	-7	-21	-7	3	19
CNC(=O)c1ccccc1SCCC(=O)O	-0.2	1	-37	-8	0	1	-7	2
O=C1NN=CC1CCCNC(=S)Nc1cccc(C(F)(F)F)c1 (stereo not given)	0.1	2	-29	-7	10	0	-3	-2
Cc1ccc2oc(=O)n(CCC(=O)Nc3ccc(N4CCOCC4)cc3)c2c1	0.5	2	-25	-7	0	-1	12	2
Cc1ccc(NC(=O)c2ccccc2F)cc1[N+](=O)[O-]	0.2	0	-28	-6	3	1	16	12
Cc1nc(C)c(-c2ccnc(N)n2)o1	.	3	0	-3	-5	0	1	6
Cn1cc(Br)c(NC(=O)c2cc(C(F)(F)F)cc(C(F)(F)F)c2)n1	-0.3	3	-30	-7	6	-2	8	5
CC(C)(C)/C(=N/O)c1cccs1	-0.1	-2	-22	-10	1	-3	-2	6
Cn1cnc(S(=O)(=O)Nc2ccc(N3CCCCC3)cc2)c1	-2.1	2	87*	-4	2	-1	8	1
O=c1[nH]cc(C(F)(F)F)c(=O)[nH]1	-0.5	2	-26	-5	0	0	7	-11
c1cncc(Nc2nnc(-c3cccc4ccccc34)o2)c1	0.2	-5	-67	3	11	-15	-20	7
COc1ccc(S(=O)(=O)O/N=C(\C)c2ccc(F)c(F)c2)cc1OC	0.0	1	-37	-2	7	-2	-9	11
